Screening data (PubChem)
LRH-1 inv ag: LRH-1 (NR5A2) inverse agonists, primary screen, cell-based, luminescence, HEK293T, StAR-luciferase reporter; inhibition, % at 3.6 µM; Nuclear receptor subfamily 5 group A member 2 (Homo sapiens), O00482; 360,000 tested, 0.13% active; LRH-1 transfected, 24 h;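 active = inhibition above the mean inhibition of all tested compounds plus 3 SD, cut at about 73% in these data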;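 note: 0% = DMSO wells and 100% = reporter-only cells lacking LRH-1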
Target sequence (O00482 whole entry, looked up): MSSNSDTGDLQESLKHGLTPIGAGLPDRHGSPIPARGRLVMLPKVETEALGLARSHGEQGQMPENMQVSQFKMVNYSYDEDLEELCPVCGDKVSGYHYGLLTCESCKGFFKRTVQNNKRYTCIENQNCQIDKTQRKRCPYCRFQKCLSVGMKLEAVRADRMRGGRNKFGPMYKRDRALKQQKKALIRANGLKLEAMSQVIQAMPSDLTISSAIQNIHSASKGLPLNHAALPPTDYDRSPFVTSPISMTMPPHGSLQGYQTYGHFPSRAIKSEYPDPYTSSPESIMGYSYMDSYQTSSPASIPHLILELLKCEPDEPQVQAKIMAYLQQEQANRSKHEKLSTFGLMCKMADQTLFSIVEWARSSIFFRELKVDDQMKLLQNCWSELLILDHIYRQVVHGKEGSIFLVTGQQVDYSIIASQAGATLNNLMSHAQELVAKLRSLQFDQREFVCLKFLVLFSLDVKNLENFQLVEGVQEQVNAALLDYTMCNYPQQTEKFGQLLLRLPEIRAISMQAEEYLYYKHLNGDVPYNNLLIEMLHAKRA
NOD2-RIPK2 inh: NOD2-RIPK2 binding disruptors in cells, primary screen, fluorescence, CHO cells, BLA complementation; CCF4 ratio; AID 624267, 2012; 360,000 tested, 0.38% active; inhibition, % at 4.98 µM; Receptor-interacting serine/threonine-protein kinase 2 (Homo sapiens), O43353; in the data active = inhibition above about 21%;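 note: 0% = vehicle only and 100% = reference blocker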
Target sequence (O43353 whole entry, looked up): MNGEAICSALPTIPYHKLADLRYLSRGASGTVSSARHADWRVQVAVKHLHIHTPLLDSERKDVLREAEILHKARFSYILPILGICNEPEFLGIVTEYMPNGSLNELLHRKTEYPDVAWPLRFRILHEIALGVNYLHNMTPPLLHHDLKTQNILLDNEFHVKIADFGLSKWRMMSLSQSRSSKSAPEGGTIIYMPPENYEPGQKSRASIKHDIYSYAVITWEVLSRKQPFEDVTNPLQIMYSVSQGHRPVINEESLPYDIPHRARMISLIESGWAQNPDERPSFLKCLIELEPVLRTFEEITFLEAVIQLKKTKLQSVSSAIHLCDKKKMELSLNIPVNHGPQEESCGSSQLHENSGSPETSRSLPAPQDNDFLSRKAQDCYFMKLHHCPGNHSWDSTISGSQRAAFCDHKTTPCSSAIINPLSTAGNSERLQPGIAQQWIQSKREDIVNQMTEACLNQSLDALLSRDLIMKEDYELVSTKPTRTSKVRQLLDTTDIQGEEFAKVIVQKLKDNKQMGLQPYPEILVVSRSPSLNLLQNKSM
TROY signal inh: inhibitors of TROY-driven NF-kB signaling, primary screen, Q293 LMP1-TROYcd cells, NF-kB luciferase, uHTS. Q293 LMP1-TROYcd NF-kB luciferase reporter, 4 h. inhibition, % at 10 µM. 360,000 tested, 0.98% active;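 active = compounds whose plate-normalised and pattern-corrected inhibition of the luciferase reporter signal at the single screening dose is 50% or more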
NCOA2 inhibitor: inhibition of GAL4-SRC2 driven luciferase reporter, primary screen, SRC2 inhibitor project, cell-based, luminescence; AID 651957, 2012; inhibition, % at 9 µM; 370,000 tested, 0.17% active; HEK293 GAL4-SRC2 luciferase reporter; Nuclear receptor coactivator 2 (Homo sapiens), Q15596;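 active = inhibition above the mean inhibition of all tested compounds plus 3 SD, set per campaign, cut at about 52% in these data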;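 note: 0% = DMSO treated cells and 100% = cells given Gossypol at 36 µM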
NCOA1 inh: SRC1 coactivator transcriptional activity inhibitors, primary screen, cell-based, luminescence. Nuclear receptor coactivator 1 (Homo sapiens), Q15788. HEK293 GAL4-SRC1 luciferase reporter. inhibition, % at 3.6 µM. AID 588354, 2011. 360,000 tested, 0.12% active;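 active = inhibition above the campaign mean plus 3 SD, with each screening campaign given its own cutoff, cut at about 60% in these data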;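 note: 0% = DMSO treated cells and 100% = gossypol at 36 µM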
LMP1 NFkB inh: EBV LMP1-driven NF-kappaB luciferase reporter inhibitors, primary screen, cell-based, luminescence, single point. LMP1-induced NF-kappaB luciferase reporter cells. inhibition, % at 12.5 µM. 350,000 tested, 0.69% active; in the data active = inhibition above about 41%;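 note: 0% = neutral control wells and 100% = reference inhibitor control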
TWEAK Fn14 block: inhibitors of TWEAK-Fn14 signaling, primary screen, luciferase reporter cells, uHTS; TWEAK-stimulated Fn14 reporter cells, luciferase luminescence, 8 h; AID 1159606, 2016; 360,000 tested, 2% active; inhibition, % at 10 µM; in the data active = inhibition above about 50%
SRC3 inh: SRC3 coactivator transcriptional activity inhibitors, primary screen, cell-based, luminescence | Nuclear receptor coactivator 3 (Homo sapiens), Q9Y6Q9 | HEK293 GAL4-SRC3 luciferase reporter | inhibition, % at 3.6 µM | 360,000 tested, 0.17% active;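 active = inhibition above a per-campaign cutoff, the mean of all compounds plus 3 SD, cut at about 60% in these data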;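 note: 0% = DMSO-treated cells and 100% = gossypol-treated cells at 36 µM; higher means less SRC3-driven luciferase light from the GAL4 reporter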
COUP-TFII inh: NR2F2 transcriptional activity inhibitors, primary screen, cell-based, luciferase reporter, HEK293T, luminescence; 370,000 tested, 0.7% active; COUP transcription factor 2 (Homo sapiens), P24468; AID 686940, 2013; inhibition, % at 8.6 µM; HEK293T NGFI-A luciferase reporter;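 active = inhibition above a per-plate cutoff, mean inhibition of test wells between control levels plus 3 SD, cut at about 38% in these data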;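 note: cells cotransfected with COUP-TFII expression vector driving the NGFI-A reporter; 0% = median of COUP-TF2 test wells and 100% = reporter-only cells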
TLR9-MyD88 inh: inhibitors of TLR9-MyD88 association in cells, primary screen, cell-based, CHO, BLA complementation, fluorescence; inhibition, % at 4.98 µM; AID 504734, 2011; Toll-like receptor 9 (Homo sapiens) + Myeloid differentiation primary response protein …; 340,000 tested, 0.21% active; CCF4 FRET ratio;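 active = inhibition above the mean over all tested compounds plus 3 SD, cut at about 21% in these data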;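 note: 0% = DMSO only wells and 100% = clavulanate BLA inhibitor control wells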
TRAIL sens C8: viability loss with TRAIL in NB7+C8 cells, primary screen, TRAIL sensitizer project, cell-based, ATPlite luminescence | AID 624354, 2012 | inhibition (viability loss, TRAIL sensitization), % at 10 µM | 360,000 tested, 1% active;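 active = compounds causing at least 50% loss of cell viability in the single-dose screen, relative to plate controls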
* hit, by the source's call; nt = not tested or not shown. This is a subset; the hit share may differ from the screen's.

SMILES	LRH-1 inv ag	NOD2-RIPK2 inh	TROY signal inh	NCOA2 inhibitor	NCOA1 inh	LMP1 NFkB inh	TWEAK Fn14 block	SRC3 inh	COUP-TFII inh	TLR9-MyD88 inh	TRAIL sens C8
Cc1cc(Br)cn2c(Cc3cccc(F)c3)c(-c3ccc(Cl)cc3)nc12	6	-20	36	-6	4	nt	44	15	9	nt	5
Cc1cccc(Nc2nc(C)cc(C)c2C#N)c1	17	4	1	7	-13	9	-7	-4	-1	12	6
O=C(NC1CCCC1)C(=O)c1c[nH]c2ccccc12	-66	-6	-60	-29	-37	-12	-19	-48	-36	-2	-14
CCOc1ccc(C(=S)N2CCCC2)cc1OCC	-7	6	5	14	6	15	-5	21	30	-6	12
COc1ccccc1N1CCN(Cc2cccc(OC)c2OC)CC1	25	2	20	19	-6	0	3	2	10	-13	13
Cc1ccc(NC(=O)c2ccccc2OCc2c(C)noc2C)cc1S(=O)(=O)N(C)C	9	-2	-16	13	1	-8	-6	-15	-6	1	-2
CCN(CC)c1ccc(N2C(=O)C3CCCCC3C2=O)cc1[N+](=O)[O-] (stereo unspecified)	-2	-6	17	0	-21	4	-18	9	2	9	-9
COc1ccc(Cl)cc1C(=O)NNC(=O)c1csc(N2CCOCC2)n1	0	-6	-11	-25	-21	-36	-3	15	8	-2	-2
Cc1cc(C)c(S(=O)(=O)N(CC(=O)O)C2CCCCC2)c(C)c1	8	-1	9	13	-4	-2	-8	19	7	12	2
CN(C)c1cnn(-c2ccccc2)c(=O)c1Cl	-32	1	-23	-67	-43	-15	-8	-17	-27	4	-3
Oc1ccc2c(ccc3[nH]cnc32)c1	-22	-4	4	0	3	-9	19	-7	9	4	-16
O=S(=O)(NC1CCCCC1N1CCN(c2ccccc2F)CC1)c1ccccc1 (stereo unspecified)	-8	-2	-18	-9	-28	-13	-5	-15	8	3	13
COc1ccccc1N1Cc2ccc(OC)c(OC)c2C1=O	3	6	-9	-22	7	10	14	-10	-1	-5	-1
Cc1ccc(-n2c(SCC(=O)NCc3ccco3)nc3sc(C)c(C)c3c2=O)cc1	13	-3	-20	5	-37	-1	5	0	1	2	-16
COc1ccc(CNC(=O)C2CCCN2C(=O)NCc2ccccc2)cc1 (stereo unspecified)	-8	4	-3	-2	-13	-9	5	7	-3	-3	-13
Cc1cccn2c(=O)c(/C=C(\C#N)C(=O)NC3CCS(=O)(=O)C3)c(Oc3ccc(F)cc3)nc12 (stereo unspecified)	-3	-7	1	-11	-11	6	24	9	0	-2	-5
COc1ccc(N(C(=O)c2ccc(S(=O)(=O)N3CCOCC3)cc2)C2C=CS(=O)(=O)C2)cc1 (stereo unspecified)	17	-4	-13	-21	-1	-1	6	14	12	-1	2
Cc1cc(Cl)cc(Cl)c1OCCOc1cccc2cccnc12	-28	8	-4	-2	-19	-1	-4	-33	-3	-7	1
COCOCCn1cc(CN2CCS(=O)(=O)N(Cc3ccc(-c4ccc(F)cc4)cc3)C(C(C)C)C2=O)nn1 (stereo unspecified)	-1	-1	19	12	-5	4	21	7	9	6	1
COc1ccc(NC(=O)C(CCS(C)(=O)=O)NC(C)=O)cc1 (stereo unspecified)	-3	1	5	-9	-3	-8	-15	-2	0	-14	7
O=C(O)COc1ccccc1/C=N/NC(=O)Cc1csc(Nc2cccc(C(F)(F)F)c2)n1	19	-15	7	37	-31	-2	-5	0	-3	nt	-17
CCCc1ccc(S(=O)(=O)N2CCN(Cc3ccco3)CC2)cc1	-14	-1	-8	-13	0	-1	-20	-10	-1	2	12
COc1ccc(-c2noc(CCC(=O)N3CCN(c4ccccc4F)CC3)n2)cc1	-21	3	8	1	8	6	-10	-8	11	-6	-1
COc1cc(C(=O)Oc2cc(N)n(S(=O)(=O)c3ccc(F)cc3)n2)cc(OC)c1OC	-2	2	32	-6	4	-2	24	-25	11	-6	-10
O=C1NCCOC(=O)[C@@H](Cc2ccc(F)cc2)CC/C=C/C[C@H]1CC(=O)N(CCO)Cc1ccccc1	-6	8	0	32	3	0	2	9	9	-1	1
Cc1cccc(N/C(=N\S(=O)(=O)c2ccccc2)C(F)(F)F)c1	-9	-13	-20	-7	-31	27	30	-41	2	-13	5
Cc1ccc(S(=O)(=O)CC2CSc3nc4ccccc4n32)cc1 (stereo unspecified)	48	-5	36	16	26	21	24	25	67*	4	2
O=C(NCc1ccccn1)C1CCCN(Cc2cnn(-c3ccccc3)c2-n2cccc2)C1 (stereo unspecified)	-12	-5	nt	nt	2	4	-1	7	nt	1	-3
O=C(COc1ccccc1)NC1CCCCCCC1	-27	-5	-37	-30	-39	10	-5	-7	2	2	2
Cn1c(=O)c2ncn(CC(=O)Nc3cccc(-c4nc5ccccc5s4)c3)c2n(C)c1=O	-35	4	36	-21	-46	-26	67*	-54	-38	-15	19
COc1cccc(/C=N/n2c(=S)n(C)c3ccccc32)c1OC	-3	-1	-15	-7	-9	17	8	1	3	3	7
CCOC(=O)c1ccccc1NC(=O)/C=C/c1cc(OC)c(OC)c(OC)c1	-5	-10	-7	-37	-1	11	27	21	-1	-3	-12
O=[N+]([O-])c1cc(Cl)ccc1N1CCN(c2ccccc2O)CC1	-1	-8	-10	-24	0	23	-11	2	15	nt	-14
CSc1ncccc1C(=O)Nc1cccc(S(=O)(=O)N2CCOCC2)c1	1	-1	-2	-19	-16	4	9	-33	-4	-11	0
Cc1ccc(NC(=O)CN(C)CC(=O)Nc2ccc(N3CCOCC3)cc2)c(C)c1	-4	-7	19	-29	-20	8	14	20	12	-6	-5
Cn1c(CNC(=O)CCNC(=O)c2ccc(F)c(F)c2)cc(=O)n(C)c1=O	12	-14	-5	-12	-4	1	-13	1	-7	-10	22
CC(OC(=O)C1CCN(c2ccc(C(F)(F)F)cn2)CC1)C(=O)NC1CCCCC1C (stereo unspecified)	-13	5	6	-23	3	10	3	13	-6	-7	19
Nc1nc2c(ncn2C2C[C@H](O)[C@@H](CO)O2)c(=O)[nH]1 (stereo partly specified)	9	-8	-4	-3	-24	0	8	-15	-19	-2	3
O=C(Cn1c(=O)oc2ccccc21)N(Cc1ccccc1)C1CCS(=O)(=O)C1 (stereo unspecified)	8	-7	5	-15	4	-2	5	4	-9	0	2
Cc1cc(Cl)ccc1OCC(=O)NCCOc1nc(N2CCOCC2)nc(N2CCOCC2)n1	-4	-23	-6	5	-2	-2	-17	19	-5	-4	-4
CCOC(=O)C1=CCN(S(=O)(=O)c2cccc(Cl)c2)C1c1ccc(Br)cc1 (stereo unspecified)	7	-9	3	-13	24	nt	13	-4	8	nt	-8
Cn1c(SCC(=O)NCC2CCCO2)nnc1-c1ccc(Cl)cc1 (stereo unspecified)	-21	2	-3	4	-4	-1	8	7	-3	-2	-14
COc1nc(NC23CC4CC(CC(C4)C2)C3)nc(OC)n1	-8	-9	-1	-38	2	-18	21	-10	-7	-1	14
O=C(Cc1ccccc1F)OCN1C(=O)c2ccccc2C1=O	7	2	-34	6	-9	8	5	-4	15	-2	-7
Cc1ccc(NC(=O)C2CCN(c3ncnc4c3nc3n4CCCCC3)CC2)nc1	17	-4	21	26	-26	2	-4	-3	17	-3	0
O=C(/C=C/c1ccccc1)Nc1ncn[nH]1	16	5	-9	nt	0	-17	70*	12	nt	3	-5
N#C/C(=C\c1cccs1)C(=O)NCc1ccccc1	-6	-3	-42	-2	7	2	-11	-8	-5	2	-2
Cc1ccc2[nH]c(=O)c(Cc3ccccc3)c(O)c2c1	-5	7	-10	10	2	-12	-9	9	14	-9	-6
Cc1cccc(NC(=O)c2ccc(Cl)c(S(=O)(=O)N3CCCCC3)c2)n1	-5	-1	-4	-67	-29	1	-3	-26	-25	6	3
COCCN1C[C@@H](CO)O[C@@H](n2cnc3c(NC4CCC4)ncnc32)C1	7	-12	4	8	9	nt	2	5	-12	nt	16
CC(=O)NC(c1ccc(F)c(F)c1)c1nc(-c2cccs2)cs1 (stereo unspecified)	31	-19	-10	-1	4	nt	-27	-12	17	nt	-8
O=C(COC(=O)c1cccnc1Nc1ccccc1F)NCCN1C(=O)CSC1=O	16	-8	-12	-20	12	-8	-3	-11	5	7	16
CCOC(=O)c1ccc(NC(=O)CC2C(=O)N(c3ccccc3)C(=O)N2CCCOC)cc1 (stereo unspecified)	5	-9	5	-5	-4	-11	0	-14	9	-1	-4
COc1cccc(C2N(Cc3ccccc3)C(=O)C2(F)F)c1OC (stereo unspecified)	8	3	21	4	10	-4	-5	8	20	1	8
CNC(=O)c1c(NC(=O)C2=COCCO2)sc2c1CCCC2	17	-2	-5	3	-22	3	-2	2	10	-9	-23
O=S(=O)(c1cccc(NC(=S)N2CCN(c3ccccc3F)CC2)c1)C(F)F	29	4	14	8	5	-3	51*	7	8	0	1
Cc1ccc2c(c1)CCCN2C(=O)CCc1nc2ccccc2c(=O)[nH]1	8	-10	6	21	4	5	9	8	-17	-4	11
COc1ccc([C@@H]2CC(=O)[C@@H]3CN(S(=O)(=O)c4ccc(C)cc4)[C@H](c4cccc(Cl)c4)C[C@@H]3N2S(=O)(=O)c2ccccc2)cc1	2	-4	-1	-16	-2	nt	-4	-1	-9	nt	6
COC(=O)c1cccc(N/C=C(\[N+](=O)[O-])S(=O)(=O)c2ccccc2)c1	-3	-12	5	-14	13	4	-14	-3	-28	-3	-11
Cc1ccc(Cn2c(NS(=O)(=O)c3ccccc3)nc3ccccc32)cc1	-14	-5	6	-16	8	2	21	18	5	1	13

Copied from the results shown, 2 compounds:
SMILES	LRH-1 inv ag	NOD2-RIPK2 inh	TROY signal inh	NCOA2 inhibitor	NCOA1 inh	LMP1 NFkB inh	TWEAK Fn14 block	SRC3 inh	COUP-TFII inh	TLR9-MyD88 inh	TRAIL sens C8
Cc1cc(Br)cn2c(Cc3cccc(F)c3)c(-c3ccc(Cl)cc3)nc12	6	-20	36	-6	4	nt	44	15	9	nt	5
Cc1cccc(Nc2nc(C)cc(C)c2C#N)c1	17	4	1	7	-13	9	-7	-4	-1	12	6

New compounds follow.
SMILES	LRH-1 inv ag	NOD2-RIPK2 inh	TROY signal inh	NCOA2 inhibitor	NCOA1 inh	LMP1 NFkB inh	TWEAK Fn14 block	SRC3 inh	COUP-TFII inh	TLR9-MyD88 inh	TRAIL sens C8
CC(C)n1c(O)c(N=Nc2ccccn2)c2ccccc21	-1	-2	5	-5	0	-1	10	16	-4	-3	-4
O=C(NCCCN1CCCC1)c1ccc(CS(=O)(=O)c2ccc(Cl)cc2)o1	6	-3	-20	-16	5	-3	0	-14	1	-7	17
O=C(C(=O)N1CCN(c2ccccc2)CC1)c1ccncc1	6	-20	nt	14	nt	nt	nt	nt	-5	nt	-9
Cc1cccc2sc(NNC(=O)c3ccc(S(=O)(=O)N4CCCC(C)C4)cc3)nc12 (stereo unspecified)	22	-1	46	22	9	8	63*	-9	17	8	67*
